NPSR antagonist = blocks cAMP signaling of the human neuropeptide S receptor; 220,000 compounds, 1% hits; CHO-NPSR cells, cAMP TR-FRET, antagonist mode; Potency, µM (titrated, usually from 38.3 µM), for the others: at the top dose activity change, negative = inhibition, usual class: inhibitors; further: on the % scale 0 is the no-effect control and ±100 the full control effect; nearly all actives have a fitted effect of over 50% in size; many of its hits are not listed in these tables
Target sequence (Q6W5P4 whole entry, looked up): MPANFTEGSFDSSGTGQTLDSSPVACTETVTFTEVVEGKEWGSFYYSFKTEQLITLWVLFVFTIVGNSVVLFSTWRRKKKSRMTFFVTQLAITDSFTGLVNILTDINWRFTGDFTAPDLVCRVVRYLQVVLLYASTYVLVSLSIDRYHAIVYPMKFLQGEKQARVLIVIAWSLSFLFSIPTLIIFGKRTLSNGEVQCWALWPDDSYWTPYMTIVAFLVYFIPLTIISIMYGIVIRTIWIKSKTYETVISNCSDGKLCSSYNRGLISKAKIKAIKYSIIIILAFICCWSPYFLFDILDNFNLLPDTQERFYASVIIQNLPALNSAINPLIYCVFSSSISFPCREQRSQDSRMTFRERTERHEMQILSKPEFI
aGal spleen mod = alpha-galactosidase A (human) modulation; human spleen homogenate, 4MU-alpha-Gal fluorescence, 40 min; Potency, µM (series often up to 80 µM), for the others: at the top dose activity change, negative = inhibition, usual class: inhibitors; 240,000 compounds, 0.008% hits;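 further: 0% = enzyme with vehicle and -100% = no enzyme basal signal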
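Inhibition or activation of alpha-galactosidase in human spleen homogenate is scored by 4-MU fluorescence after 40 min at 37C, pH 5.0, with 1 mM substrate. AC50s come from concentration-response fitted to the Hill equation.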
aGlu spleen mod = inhibits or activates alpha-glucosidase in human spleen homogenate; 240,000 compounds, 0.006% hits; Potency, µM (highest dose often 79.9 µM), for the others: top-dose activity change, negative = inhibition, actives largely listed as inhibitors; P10253; human spleen homogenate, 4-MU-alpha-glucoside fluorescence;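 further: 0% = enzyme with vehicle and -100% = no enzyme basal signal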
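Human spleen homogenate (1 ug) incubated with compounds and 1 mM 4-methylumbelliferyl-alpha-D-glucopyranoside in pH 5.0 citrate/phosphate buffer, 37 C, 40 min. Stopped at pH 10; 4-MU fluorescence (Ex 365/Em 440 nm); AC50 by Hill fit.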
GAA inhib = inhibitors of human lysosomal alpha-glucosidase; P10253; purified human GAA, 4-MU-alpha-glucoside fluorescence; Potency, µM (doses to about 76.9 µM), inactives show top-dose activity change, negative = inhibition, hits mostly inhibitors; 200,000 compounds, 0.005% hits; AID 1466;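 further: plate controls were uninhibited enzyme wells for no effect and no-enzyme background for full effect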
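qHTS format, compound range up to 77 uM. Human lysosomal enzyme at 4 nM, 400 uM 4-MU glucoside substrate, pH 5.0, 20 min room temperature; fluorescence after alkaline stop gives activity normalized to controls.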
GAA glycogen mod = inhibitors or activators of human alpha-glucosidase glycogen cleavage; AID 2100; recombinant GAA, glycogen substrate, Amplex Red glucose oxidase fluorescence; P10253; 300,000 compounds, 0.38% hits; Potency, µM (titrated, usually from 76.4 µM), for inactives: top-dose activity change, negative = inhibition, usual class: inhibitors;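 further: 0% = full enzyme reaction and -100% = no-enzyme basal signal; the screen sought inhibitors and activators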
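Recombinant enzyme (4 nM final) with compounds titrated up to 77 uM and bovine liver glycogen (30 ug) in citrate pH 5.0, 0.01% Tween-20, 37 C 40 min. Released glucose detected by Amplex Red/glucose oxidase (Ex 573/Em 610); AC50 from Hill fits.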
Tau fluor cs = counter-screen for tau fibril formation inhibitors. tau K18 P301L (four-repeat tau fragment) Alexa594 fluorescence, heparin fibrillization. Potency, µM (doses to about 57.7 µM), inactives show at the top dose activity change, negative = decrease. 280,000 compounds, 0.93% hits; further: on the % scale 0 is the no-effect control and ±100 the full control effect; nearly all actives have a fitted effect of over 55% in size
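Human K18 P301L tau (15 uM unlabeled plus 0.24 uM Alexa 594-labeled, final) in 100 mM sodium acetate pH 7 was mixed with compound and 20 uM heparin and incubated 6 hr at 37 C.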
ALDH1A1 inh = ALDH1A1 (human) enzyme inhibition. Potency, µM (highest dose often 75.3 µM), for inactives: at the top dose activity, negative = inhibition, actives largely listed as inhibitors. AID 1030. Purified ALDH1A1, NADH fluorescence, propionaldehyde substrate. P00352. 220,000 compounds, 7.3% hits; active means well fitted inhibition curve with a large enough effect, not every such curve was filed as active; inconclusive means small, poorly fitted or top-dose-only effect, or another doubt; inactive means no such curve, though single readings can be large or run the other way;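 further: plate controls were no enzyme wells and a reference inhibitor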
Target sequence (P00352 whole entry, looked up): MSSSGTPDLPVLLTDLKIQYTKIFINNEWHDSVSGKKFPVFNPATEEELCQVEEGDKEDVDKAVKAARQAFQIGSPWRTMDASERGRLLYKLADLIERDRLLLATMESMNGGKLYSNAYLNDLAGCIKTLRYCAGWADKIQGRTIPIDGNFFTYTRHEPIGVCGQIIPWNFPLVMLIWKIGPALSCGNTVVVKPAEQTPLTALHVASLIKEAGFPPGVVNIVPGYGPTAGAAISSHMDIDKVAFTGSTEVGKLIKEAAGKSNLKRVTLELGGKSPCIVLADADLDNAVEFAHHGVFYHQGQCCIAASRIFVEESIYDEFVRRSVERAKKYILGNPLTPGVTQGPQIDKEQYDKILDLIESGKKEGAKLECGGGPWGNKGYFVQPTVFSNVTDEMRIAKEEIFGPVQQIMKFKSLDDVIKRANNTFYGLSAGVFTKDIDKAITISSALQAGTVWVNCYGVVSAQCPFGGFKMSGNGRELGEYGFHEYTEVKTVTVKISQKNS
Epigenetic derep = epigenetic control regulation, reporter derepression; AID 1865; murine LDR cells, GFP reporter derepression, 30 h; Potency, µM (series often up to 53.9 µM), without a hit: top-dose GFP activation, usual class: activators; 280,000 compounds, 0.2% hits; further: % of control where 0% means no effect; nearly all actives have a fitted effect of over 60% in size
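GFP-positive cell count by laser-scanning cytometry (objects 20–120 um) after 30 h, 37 C compound exposure of murine LDR cells; reporter is CMV-GFP integrated at a silenced locus, inducible by HDAC or DNMT inhibitors.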
* hit, by the source's call; ? = inconclusive; · = not tested or not shown; & = joins results of further samples; [ ] = another dose, or the depositor's remark. Unless noted, the call rests on the fitted dose curve; in most records, active means well fitted curve in the direction sought with a large enough effect; inconclusive means small, poorly fitted or top-dose-only effect, or another doubt; inactive means no such curve, though single readings can be large; an effect the other way counts as inactive or inconclusive. Potency means the concentration at half of the fitted maximal effect. Not all compounds are listed; the hit share may differ from the screen's.

SMILES	NPSR antagonist	aGal spleen mod	aGlu spleen mod	GAA inhib	GAA glycogen mod	Tau fluor cs	ALDH1A1 inh	Epigenetic derep
CCC(Sc1nc2ccccc2c(=O)[nH]1)C(=O)Nc1ccc(C(C)=O)cc1 (configuration not stated)	7%	-3%	4%	3%	17%	-19%	7%	6.4%
COC(=O)NC(/C=C/c1ccccc1)[C@]1(C(C)=O)CCCC1=O (some centres not stated)	·	-2%[17.5 µM]	-1%[17.4 µM]	·	·	-1%[11.6 µM]	-10%[13.5 µM]	0.0%[10.1 µM]
COc1ccccc1NC=C1C(=O)OC(C)(C)OC1=O	-20%[46.1 µM]	4%	-5%	-7%	-1%	5%	0.35µM*	-3.9%
C/C(=N/NS(=O)(=O)c1ccc(F)cc1)c1ccc(NC(=O)c2ccc(C)o2)cc1	-15%[46.1 µM]	-6%	-14%	7%	-1%	-22%	?	-0.6%
Cc1ccc(CC(=O)O/N=C(\N)c2cccc([N+](=O)[O-])c2)cc1	4%	-4%	-6%	-14%	-3%	-25%	2%	1.5%
Cc1ccccc1NC(=O)C1c2cccc[n+]2CC(=O)N1c1c(C)cccc1C (configuration not stated)	-19%[46.1 µM]	-6%	-5%	-3%	-2%	-8%	11µM*	1.8%
O=C(O)COc1ccccc1O	-1%[46.1 µM]	2%	0%	-6%	-24%	-1%	9%	1.5%
Cc1onc(-c2c(F)cccc2Cl)c1C(=O)c1ccc(F)cc1	29%	0%	0%	·	3%	-8%	·	0.1%
CC[C@@H](Nc1ncnc2c1oc1ccccc12)C(=O)O	7%[7.67 µM]	2%	-3%	·	0%	0%	·	-1.4%
Cc1nc2ccccc2[nH]c1=O	22%	20%	2%	·	5%	-9%	·	0.0%
CCOc1cc(CNc2ccc(N(C)C)cc2)cc(Br)c1OCC(=O)NC(C)(C)C	10µM*	-19%	-6%	?	20µM*	?	3.2µM*	-2.9%
O=C(CNC(=O)c1ccc(Br)o1)Nc1cccc(-c2cnc3ccccc3n2)c1	10%[46.1 µM]	4%	-10%	-11%	-6%	-16%	?	0.1%
CC(=O)Nc1ccc(NC(=O)COC(=O)c2c3c(nc4ccccc24)CCN(Cc2ccccc2)C3)cc1	?	6%	1%	-10%	-8%	?	7.1µM*	-0.9%
Cn1cc(/C=N/n2cnc3scc(-c4ccc(Cl)cc4)c3c2=O)c2ccccc21	22%[46.1 µM]	4%	-5%	4%	-13%	-11%	?	7.5%
C=CCNC(=S)Nc1ccccc1	-12%[46.1 µM]	-1%	-11%	6%	3%	-5%	-2%	-4.3%
COc1ccc(Nc2ncc(C(=O)N3CCN(Cc4ccccc4)CC3)c3ccccc23)cc1	-16%[46.1 µM]	-7%	-14%	?	?	?	-11%	-0.9%
CN1CCN(C(=O)C2CCN(S(=O)(=O)c3cnc[nH]3)CC2)CC1	-2%[46.1 µM]	8%	0%	2%	1%	4%	16%	0.0%
c1ccc(N2CCN(c3nc4ccccc4n4cnnc34)CC2)cc1	-11%[46.1 µM]	4%	3%	?	2%	?	-11%	-4.1%
C=CCSC1=C(C#N)C(c2ccccc2C)CC(=O)N1 (configuration not stated)	-8%[46.1 µM]	-1%	-11%	-1%	1%	-3%	?	0.0%
O=C(Cn1nnc2ccccc21)N/N=C\c1cccs1	15%	-1%	-8%	-2%	14%	-3%	-2%	-1.1%
O=C(Nc1ccccc1-c1nnc(SCc2ccccc2Cl)o1)c1ccccc1	-18%[46.1 µM]	-1%	-1%	-11%	-4%	-19%	?	-1.0%
CCCc1nc2oc(C(=O)OCC)c(N)c2c2c1COC(C)(C)C2	-18%[46.1 µM]	4%	3%	10%	-6%	-11%	?	0.7%
Cc1[nH]c(-c2ccco2)nc1C(=O)O	-4%[46.1 µM]	-9%	-13%	1%	0%	0%	-1%	0.0%
COc1ccc(CCNc2cc(-c3ccccc3)nc3ncnn23)cc1	-17%[46.1 µM]	-5%	-14%	-1%	-1%	-9%	7%	1.9%
C=CCC(COCc1ccccc1)NS(=O)(=O)c1ccccc1Br (configuration not stated)	-30%	-4%&2%	-5%&1%	·	-3%	-19%	·	1.1%
COc1ccc(C2NC(=O)NC3=C2CCc2ccccc23)cc1 (configuration not stated)	-20%[46.1 µM]	16%	12%	11%	-13%	-19%	?	9.3%
Cc1cc(NC(=O)CSc2nnc3ccccn23)no1	3%	-2%	-13%	-4%	5%	1%	13%	-4.0%
C#CCOCCOCCOCCNc1nc(N2CCN(C(=O)[C@H]([C@@H](C)CC)n3cc([C@@H](N)CC(C)C)nn3)CC2)nc(N2CCN(C(=O)[C@H](Cc3cc4ccccc4[nH]3)n3cc([C@@H](N)C(C)CC)nn3)CC2)n1 (some centres not stated)	15%	1%	6%	·	1%	5%	·	-0.4%
Cc1ccccc1NC(=O)c1cccc(S(=O)(=O)Oc2ccc([N+](=O)[O-])cc2)c1	-17%[46.1 µM]	-12%	-5%	?	-6%	?	-12%	0.0%
C1=C(c2cccc3ccccc23)N2CCN=C2S1	-23%[46.1 µM]	-2%	-5%	3%	4%	-11%	12%	-0.9%
CCCN(CCC)C(=O)CC(c1ccccc1)c1ccco1 (configuration not stated)	45%	20%	5%	·	-1%	-9%	·	12%
COC(=O)CCSCC(=O)Nc1ccc(S(=O)(=O)N2CCOCC2)cc1OC	8%	-8%	-3%	·	3%	-4%	·	1.0%
CC1=[N+]([O-])C(C)(C)C(C)N(O)C1=O (configuration not stated)	3%[46.1 µM]	-5%	-1%	-8%	-13%	3%	2%	-0.9%
CCOC(=O)C1CCN(C(=O)c2ccc(SC)cc2OC)CC1	-2%[46.1 µM]	4%	2%	-17%	5%	7%	-5%	-0.9%
Oc1ccc(Cl)cc1/C=N/c1nc2ccccc2[nH]1	-4%[46.1 µM]	1%	-1%	-8%	14%	-7%	4%	-1.0%
Cc1cc(C)n(-c2nc(NCCN(C)C)c3c4c(sc3n2)CCCC4)n1	?	-16%	-2%	·	10%	9%	·	-6.9%
CC(C)(O)C#Cc1ccc(CN2CCN(CCc3ccccc3)C(CCO)C2)s1 (configuration not stated)	16%	-2%	-1%	-9%	3%	-9%	?	-1.0%
O=[N+]([O-])c1cccc(/C=N/N2CCN(c3ccccn3)CC2)c1	-30%[46.1 µM]	-16%	-15%	1%	?	-2%	?	1.0%
CSc1ccccc1N=CC1=C(O)CC(C)(C)CC1=O	-14%[46.1 µM]	-19%	1%	-5%	4%	-8%	2µM*	-0.8%
CCc1ccc(C(=O)NC(C(=O)O)C(C)C)cc1 (configuration not stated)	-6%[46.1 µM]	1%	1%	0%	4%	-6%	0%	-1.2%

Profiles from above. Order of screens: NPSR antagonist | aGal spleen mod | aGlu spleen mod | GAA inhib | GAA glycogen mod | Tau fluor cs | ALDH1A1 inh | Epigenetic derep
`CCC(Sc1nc2ccccc2c(=O)[nH]1)C(=O)Nc1ccc(C(C)=O)cc1` (configuration not stated) in the list: 7% | -3% | 4% | 3% | 17% | -19% | 7% | 6.4%
`CCCN(CCC)C(=O)CC(c1ccccc1)c1ccco1` (configuration not stated) in the list: 45% | 20% | 5% | · | -1% | -9% | · | 12%
`Cc1ccccc1NC(=O)c1cccc(S(=O)(=O)Oc2ccc([N+](=O)[O-])cc2)c1` in the list: -17%[46.1 µM] | -12% | -5% | ? | -6% | ? | -12% | 0.0%

Additional records:
SMILES	NPSR antagonist	aGal spleen mod	aGlu spleen mod	GAA inhib	GAA glycogen mod	Tau fluor cs	ALDH1A1 inh	Epigenetic derep
CCN(CC)C(=O)c1sc2nc(N3CCOCC3)c3c(c2c1N)CCCC3	?	17%	1%	5%	-18%	-28%	?	0.1%
CCOc1ccc(S(=O)(=O)NCC2CCCO2)cc1 (configuration not stated)	-6%[46.1 µM]	-2%	-4%	-1%	-3%	-6%	-8%	-3.7%
c1ccc(CSc2nnc(Cc3ccccn3)o2)cc1	1%[46.1 µM]	0%	-5%	-3%	-1%	0%	-5%	-0.7%
Cc1ccc(-c2c[n+](CC(=O)Nc3nc(-c4ccccc4)cs3)c3n2CCC3)cc1	-17%	0%	5%	·	5%	-3%	·	-1.7%
Cc1ccc2cccc(NC(=S)NC(=O)c3ccn(C)n3)c2n1	-13%[46.1 µM]	-3%	-2%	0%	-5%	-18%	-9%	1.2%
CCCC(=O)Nc1ccccc1NC(=O)CN(C)S(=O)(=O)c1ccc(C)cc1	4%[46.1 µM]	-15%	-17%	-5%	2%	3%	10%	0.0%
CC(=O)NCC(=O)NC(Cc1ccccc1)C(N)=O (configuration not stated)	9%	0%	0%	2%	0%	1%	2%	0.0%
CCCCC(=O)Nc1ccc(C(=O)NNC(=O)c2ccc(C)c(Br)c2)cc1	7%[46.1 µM]	3%	0%	2%	-6%	-13%	1%	0.0%
COC(=O)C(C)N(C(=O)c1ccc(Cl)cc1)c1c(C)cccc1C (configuration not stated)	?	-3%	-1%	-6%	3%	-19%	11%	0.2%
COc1ccc(CC2(CO)CCN(Cc3cccc4nccnc34)CC2)cc1	-8%	-2%	-3%	?	-4%	-17%	4%	-0.1%
CC(=O)c1sc(-c2ccccc2)cc1N	18%	0%	-3%	4%	1%	?	-8%	1.1%
CCCCNc1nnc(SCC(=O)N2CCN(S(=O)(=O)c3ccc4ccccc4c3)CC2)s1	-10%[46.1 µM]	2%	-4%	?	-10%	-20%	?	0.1%
CCOC(=O)c1c(NC(=O)c2ccc(S(=O)(=O)N3CCOCC3)cc2)sc2c1CCN(C)C2	21%[46.1 µM]	-1%	-6%	?	3%	0%	?	-1.2%
O=C(CSc1ccsc1[N+](=O)[O-])NCCc1ccccc1	-5%[46.1 µM]	2%	3%	0%	3%	-20%	-11%	-1.0%
COC(=O)Cc1c(C)c2cc(Cl)c(OC(=O)c3ccco3)cc2oc1=O	7%[46.1 µM]	?	?	?	-1%	-5%	?	1.5%
O=C1CCC(/C=C/c2ccccc2)=NN1Cc1ccccc1Cl	-13%[46.1 µM]	9%	-2%	-10%	-2%	-20%	4%	0.7%
NC(=O)C1CC(=O)N(c2ccc(OCc3ccc(Cl)cc3Cl)cc2)C1 (configuration not stated)	2%	-2%	-5%	2%	-4%	-1%	-10%	6.2%
COc1ccc(C2c3ccc(O)cc3Oc3ncn(CCCO)c(=N)c32)cc1OC (configuration not stated)	-10%	4%	1%	?	-8%	-22%	11%	0.5%
Cc1cccc(N2CCN(C(=O)n3ccnc3)CC2)c1C	6%[46.1 µM]	-4%	-1%	-3%	1%	-4%	?	-0.7%
